proCasp7 act: counter-screen: procaspase-7 (human) activation | AID 463210 | P55210 | activation, % at 8.5 µM | 330,000 tested, 0.093% active | recombinant procaspase-7, Ac-DEVD-pNA absorbance 405 nm; D23A/D198A/D206A triple mutant, cannot self-cleave; scale: DMSO 0, 5 µM enzyme 100;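 active = percent activation above the screen-wide mean plus 3 SD, cut at about 25% in these data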
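System: Procaspase-7 triple mutant (PC-7 D3A); measure: % activation from two-timepoint absorbance difference, scaled to controls; times: 1 h compound preincubation, 2 h substrate cleavage, 25 °C; also added: Ac-DEVD-pNA substrate, 400 µM as added; measured by: Epi-absorbance of released pNA at 405 nm, two timepoints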
MEP2 TOR yeast: modulators of TOR pathway MEP2-GFP in S. cerevisiae; S. cerevisiae MEP2-GFP strain, flow cytometry GFP, 3 h; 100% = DMSO control level; 330,000 tested, 0.51% active; GFP response vs DMSO, % at 10 µM; AID 2016;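 active = GFP response versus DMSO above a set limit, roughly screen mean plus 3 SD, cut at about 180% in these data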;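 also: median GFP fluorescence of the barcode-gated MEP2-GFP cells per well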
EBNA-1 inh: blocks EBNA-1 binding to DNA | EBNA-1 DNA binding, fluorescence polarization | inhibition, % at 14.8 µM | 300,000 tested, 0.34% active | AID 1950; in the data active = inhibition above about 28%
AHR activator: human AHR activation. P35869. AHR-responsive luciferase reporter cells, luminescence. activation, % at 5 µM. 320,000 tested, 2.5% active. AID 2796; in the data active = activation above about 47%;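 also: 0% = vehicle wells and 100% = reference agonist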
proCasp3 act: activates human procaspase-3; P42574; recombinant procaspase-3 D3A, Ac-DEVD-pNA absorbance 405 nm; activation, % at 8.5 µM; 330,000 tested, 0.11% active; AID 463141;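 active = activation above the mean of all tested compounds plus 3 SD, cut at about 21% in these data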;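 also: 0% = DMSO alone and 100% = DMSO wells spiked with extra 5 µM PC-3 D3A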
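Compound: 8.5 µM single point, 0.8% DMSO / Material: Autoprocessing-dead procaspase-3 D3A mutant enzyme / Timing: 1 h preincubation plus 2 h reaction at 25 °C / Medium: Zinc-free HEPES/NaCl buffer with 0.01% Triton X-100 at pH 7.4 / Technique: 405 nm absorbance of p-nitroaniline, reads at 0 and 120 min / Repeats: one well per compound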
ZTA counter: blocks Epstein-Barr virus ZTA, an EBNA-1 counter-screen | ZTA-DNA binding, fluorescence polarization | AID 2234 | inhibition, % at 11 µM | 320,000 tested, 0.15% active; in the data active = inhibition above about 33%
RPL19A-GFP yeast: alters RPL19A-GFP fluorescence in TOR pathway yeast screen; S. cerevisiae RPL19A-GFP strain, flow cytometry, 3 h; hits give low values; percent response vs DMSO, % at 10 µM; 330,000 tested, 0.3% active;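 active = percent response vs DMSO below 50%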;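 also: median channel GFP fluorescence of the barcoded RPL19A-GFP strain; ratio of sample median GFP to plate DMSO average so 100% = DMSO; lower means less RPL19A-GFP as with rapamycin TOR inhibition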
LAP4 TOR yeast: alters LAP4-GFP fluorescence in TOR pathway yeast screen; S. cerevisiae LAP4-GFP multiplex, flow cytometry GFP, 3 h; median GFP as percent of DMSO wells; GFP response vs DMSO, % at 10 µM; 320,000 tested, 0.34% active;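 active = GFP response vs DMSO above a set limit, about the screen mean plus 3 SD, cut at about 150% in these data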
Starred values were filed as active, the others as inactive; / = no result given; & = joins results of further samples. An unsorted share of the library; any-hit rate near 3.8%.

Start of the data: the first four records as a preview:
The line under a structure holds: proCasp7 act	MEP2 TOR yeast	EBNA-1 inh	AHR activator	proCasp3 act	ZTA counter	RPL19A-GFP yeast	LAP4 TOR yeast
CCn1c(SCC(=O)c2ccc(Cl)cc2)nnc1-c1ccoc1C
 : -5	117	0	-1	-9	-12	98	116
O=C(O)C1CCCCC1C(=O)Nc1ccc(F)c(F)c1 (stereo not given)
 : 0	101	-16	18	8	0	98	98
CCn1c(SCC(=O)N=Nc2c(O)[nH]c3ccccc23)nnc1-c1ccc(C(C)(C)C)cc1
 : 3	100	15	1	-2	16	104	91
O=C(CSc1nc2ccccc2c(=O)n1Cc1ccco1)c1ccccc1
 : 1	95	7	-6	2	-10	95	102

Results, previewed entries included:
The line under a structure holds: proCasp7 act	MEP2 TOR yeast	EBNA-1 inh	AHR activator	proCasp3 act	ZTA counter	RPL19A-GFP yeast	LAP4 TOR yeast
CCn1c(SCC(=O)c2ccc(Cl)cc2)nnc1-c1ccoc1C
 : -5	117	0	-1	-9	-12	98	116
O=C(O)C1CCCCC1C(=O)Nc1ccc(F)c(F)c1 (stereo not given)
 : 0	101	-16	18	8	0	98	98
CCn1c(SCC(=O)N=Nc2c(O)[nH]c3ccccc23)nnc1-c1ccc(C(C)(C)C)cc1
 : 3	100	15	1	-2	16	104	91
O=C(CSc1nc2ccccc2c(=O)n1Cc1ccco1)c1ccccc1
 : 1	95	7	-6	2	-10	95	102
COc1ccccc1C(=O)C1CCCN(Cc2cccc3nccnc23)C1 (stereo not given)
 : -1	109	-9	2	-4	2	100	104
O=C(Nc1ccc(S(=O)(=O)N2CCCCC2)cc1)c1cnccn1
 : -10	98	-1	2	6	-12	101	97
NC1=NC(=O)C(CC(=O)NCc2ccccc2)S1 (stereo not given)
 : -23	95	11	-2	-25	15	95	94
COc1ccc(S(=O)(=O)N2CCOCC2)cc1NC(=O)CN1CCC(Cc2ccccc2)CC1
 : 10	100	-6	2	-8	-4	101	90
Cc1noc(C)c1S(=O)(=O)NCC(=O)O
 : 2	108	-20	-1	-5	4	101	101
O=C(COC(=O)CCCOc1ccc(Cl)cc1Cl)NCc1ccccc1
 : 10	100	-17	0	-1	-6	103	102
CC(=O)NCc1ccc(C(=O)CCl)s1
 : -28	98	-12	2	-6	-9	104	99
O=C(COC(=O)c1cc([N+](=O)[O-])ccc1NCCO)c1ccc(Cl)cc1
 : 2	108	-10	15	4	-10	103	92
COC(=O)c1cn(CCOc2ccccc2OC)c2ccccc12
 : -3	102	0	13	6	2	97	102
N#Cc1nc(COc2ccccc2)oc1N1CCCCC1
 : 2	92	12	17	6	19	93	123
CCOc1ccc(C(=O)CCC(=O)N2CCN(c3ncccn3)CC2)cc1
 : -5	104	-5	2	-6	-20	103	102
O=C(NCCC1=CCCCC1)C1CCN(C(=O)Nc2ccccc2)CC1
 : -2	108	-3	2	1	14	102	105
O=C(CCN1C(=O)/C(=C/c2ccc(F)cc2)SC1=S)N[C@@H](CO)Cc1ccccc1
 : -6	113	-12	3	-1	-15	93	98
CCS(=O)(=O)Nc1ccc(Cc2ccc(NS(=O)(=O)CC)cc2)cc1
 : -3	96	1	-1	5	12	100	95
CCN(c1cccc(C)c1)S(=O)(=O)c1ccc2c(c1)oc(=O)n2C
 : 7	102	12	-1	3	2	97	93
CCc1ccc(NC2CC(=O)N(c3ccc(OC)cc3OC)C2=O)cc1 (stereo not given)
 : -7	96	-1	1	4	3	96	102
COCCCNC(=O)CCc1nc2cccnc2n1Cc1ccccc1
 : 5	111	4	-2	5	-4	101	98
Brc1ccc2[nH]ncc2c1
 : 6	102	14	2	-1	3	102	113
Fc1ccccc1OCCCN1CCOCC1
 : -4	96	-4	3	-5	-3	97	99
COc1ccc(C(=O)Nc2ccc(O)cc2C(=O)O)cc1
 : -1	104	6	-1	6	9	103	99
CCN1CCN(c2ccc(NC(=O)c3cccc(N4CCCC4=O)c3)cc2)CC1
 : 13	90	13	1	5	17	97	85
COc1cccc(N2CCN(C(=O)CCNS(=O)(=O)c3ccc4c(c3)c(=O)n(C)c(=O)n4C)CC2)c1
 : 7	69	-15	2	3	-14	97	107
CN1C(=S)SC(C)(C)C1(C)NO (stereo not given)
 : -19	105	5	0	-15	-12	98	99
Cc1ccc(-n2c(=S)[nH]c3sc4c(c3c2=O)CCc2ccccc2-4)cc1
 : 1	110	7	35	2	-1	109	95
COc1ccc(CN2CCN(C(=O)c3cc(-c4cccnc4)nc4ccc(Cl)cc34)CC2)c(OC)c1OC
 : 6	99	3	2	0	11	104	97
CCC(=O)Nc1ccc(S(=O)(=O)Nc2cccc(C)c2)cc1OC
 : -7	93	-12	0	-2	-1	100	99

(continued)
The line under a structure holds: proCasp7 act	MEP2 TOR yeast	EBNA-1 inh	AHR activator	proCasp3 act	ZTA counter	RPL19A-GFP yeast	LAP4 TOR yeast
Cn1cccc1/C=C1\SC(=O)N(c2ccccc2)C1=O
 : -7	103	0	-5	-16	-5	97	100
Cc1ccccc1S(=O)(=O)N1[C@@H](c2ccc(Br)cc2)C(C(=O)O)=CC[C@H]1c1ccc(Cl)cc1
 : -9	100	/	1	0	/	104	95
CC(=O)SCCC(=O)N1C(C)CCCC1C(=O)O (stereo not given)
 : 6	100	3	6	-1	-6	97	94
FC(F)Oc1ccc(NC(=S)NCc2ccco2)cc1Cl
 : -12	96	-10	1	-11	7	100	114
Cn1c(=O)n(C)c2cc(NC(=O)CSc3nnc(-c4ccccc4O)n3-c3ccccc3)ccc21
 : 3	102	8	-3	3	-3	97	93
CC(=O)Nc1ccc(C(=O)Cn2nnc3ccccc3c2=O)cc1
 : -5	96	4	9	4	5	96	94
CN(O)/C=C/C(=O)c1ccc(Br)cc1
 : 1	91	7	1	-2	0	101	103
C/C(=N\NC(=O)c1ccc(-c2ccccc2)cc1)c1cccc(N)c1
 : 8	102	6	16	-1	-5	101	97
Fc1ccc(-c2nnc(-c3ccc(Cl)cc3Cl)o2)cc1
 : 7	93	-3	-5	-4	10	97	111
COc1cccc(C(=O)N(C)CC(=O)Nc2cccc3ccccc23)c1
 : 2	99	/	16	-2	-19	98	97
CCOC(=O)C1CCN(S(=O)(=O)Cc2ccccc2)C1=O (stereo not given)
 : 4	113	8	-4	-5	-18	106	104
COc1cccc(C2c3[nH]c4ccccc4c3C[C@H]3C(=O)N(c4ccccc4C(=O)NCCCN4CCOCC4)C(=O)N23)c1 (stereo not given in full)
 : -6	102	-17	8	6	-4	94	101
CN(C)S(=O)(=O)c1cccc(-c2nnc(SCC(=O)NCCCCCC(=O)O)n2-c2ccc(F)cc2)c1
 : 3	98	4	0	-6	5	101	94
Cc1ccc(NC(=S)c2ccncc2)c(C)c1
 : 1	106	5	2	1	22	96	95
CC(=O)N1N=C(N)SC1(C)C
 : 0	90	5	2	6	-9	100	110
CCCNC(=O)c1ccccc1C(=O)NC1(C(=O)NCCC)CCCC1
 : -3	102	3	-1	-7	-5	99	109
CC(=O)c1ccc(NC(=O)CCc2nnc3ccc(N4CCCC4)nn23)cc1
 : -1	109	-11	2	3	1	108	120
CC1=C(C(=O)Nc2ccccn2)C(c2ccc3c(c2)OCO3)C2=C(CC(C)(C)CC2=O)N1 (stereo not given)
 : -7	100	-7	5	-5	4	96	97
O=C(CCCOc1ccc(Cl)cc1)Nc1cccc(C(=O)O)c1
 : -6	97	1	-3	-10	16	99	100
O=C(COC(=O)CCSc1ccc(Cl)cc1)NCCc1ccccc1
 : 5	103	7	0	2	4	107	100
CCN(CC)S(=O)(=O)c1ccc(O)c(NC(=O)c2cc(-c3cc(OC)c(OC)c(OC)c3)nc3ccccc23)c1
 : -16	108	-7	2	-14	6	107	95
Nc1ccc(C(=O)O)cc1
 : 11&3&6	101&83&109	6&16&7	-2&1&0	-3&7&-1	-6&13&-3	105&84&99	117&101&106
COCCNc1ccc(N2C(=O)CCCC2=O)cc1[N+](=O)[O-]
 : 1	108	-10	0	0	8	118	104
Cc1ccc(C2(C(F)(F)F)NC(=O)N3CCCN=C3S2)cc1 (stereo not given)
 : 2	114	8	0	2	-3	110	103
Cc1cccc(-n2nc(C)c3c(C(=O)O)cc(-c4cccs4)nc32)c1
 : 4	101	3	3	3	-3	94	103
CSc1nc2nccc(-c3ccc(-c4ccccc4)cc3)n2n1
 : 7	100	9	10	5	16	95	101
Cc1ccc2oc(=O)n(CCOc3ccccc3)c2c1
 : 2	97	-9	20	6	0	96	107
O=C(NCc1ccccc1)C(c1ccc(F)cc1)N(Cc1ccc2c(c1)OCO2)C(=O)Cn1nnc(-c2cccs2)n1 (stereo not given)
 : -1	105	3	0	3	-14	101	100
CCC1(c2ccccc2)NC(=O)N(CC(=O)NC2CCCCCC2)C1=O (stereo not given)
 : 5	97	/	2	-2	/	98	84
Fc1cccc(Nc2cc(-n3cccn3)ncn2)c1
 : -7	102	4	7	7	5	97	100

Copied from the list:
Under RPL19A-GFP yeast, Brc1ccc2[nH]ncc2c1 shows 102
Under LAP4 TOR yeast, N#Cc1nc(COc2ccccc2)oc1N1CCCCC1 shows 123

Additional structures.
The line under a structure holds: proCasp7 act	MEP2 TOR yeast	EBNA-1 inh	AHR activator	proCasp3 act	ZTA counter	RPL19A-GFP yeast	LAP4 TOR yeast
Cc1ccc(-c2nnc(NC(=O)CCS(=O)(=O)c3ccc(F)cc3)o2)c(C)c1
 : 4	101	-11	4	-5	-5	96	95
C=C(C)c1cccc(C(C)(C)NC(=O)NCc2ccncc2)c1
 : 2	124	-2	2	-1	9	103	120
Cc1ccc(N(NC(=O)C(O)(c2ccccc2)c2ccccc2)C(=O)CCl)cc1
 : -2	98	3	-1	-1	1	100	86
O=C(Nc1ccccc1F)N1CCC(NC(=O)C23CC4CC(CC(C4)C2)C3)CC1
 : -6	103	-2	0	3	-2	106	105
CCOC(=O)Cc1nnc(NC(=O)C23CC4CC(CC(C4)C2)C3)s1
 : 7	91	-3	-1	-3	1	99	99
CCc1ccc(NC(=O)c2ccccc2Br)cc1
 : 6	98	-5	10	8	2	89	93
COc1ccc(-c2c[n+]3c(n2-c2ccccc2)SCC3)cc1
 : 6	100	2	7	0	9	99	98
CCCn1nnnc1NC(=O)c1ccc2ccccc2c1
 : 6	109	13	10	5	3	107	106
CCN(CC)c1ccc(NS(=O)(=O)c2cn(C)c(=O)n(C)c2=O)c(C)c1
 : -9	103	1	1	-3	3	102	109
CC(C)(C)c1ccc(-c2n[nH]c(=S)n2/N=C/c2ccncc2)cc1
 : -3	96	3	75*	-11	-8	102	103
CCN(c1ccccc1)S(=O)(=O)c1ccc(C(=O)NCCc2ccc(S(N)(=O)=O)cc2)cc1
 : -1	118	-7	-3	3	-7	101	98
NS(=O)(=O)c1ccc(NC(=O)CN2CCN(Cc3ccccc3)CC2)cc1
 : 0	108	-8	1	-10	-2	100	101
Cc1ccccc1OCCC(=O)OCC(=O)NC1CCS(=O)(=O)C1 (stereo not given)
 : -7	100	-1	-1	13	9	97	106
CNC(=O)C(=O)N1CCC2(CC1)OCCN2S(=O)(=O)c1ccc(C)cc1
 : 6	101	-2	0	0	-7	100	99
CN(C)C=NC(=O)/C(C#N)=C1\CCc2ccccc2N1
 : 10	99	4	-2	-4	11	95	102
CCC(CC)c1nnc(NC(=O)c2nc3nc(C)cc(C)n3n2)s1
 : 6	111	-7	3	6	12	108	106
Cc1sc2nc(CN(C(=O)NC3CCCCC3)C3CCCCC3)[nH]c(=O)c2c1C
 : 8	97	1	0	2	4	97	90
Cc1ccc2nc(NC(=O)C3CCN(S(=O)(=O)c4cc([N+](=O)[O-])ccc4Cl)CC3)sc2c1
 : -10	104	14	-8	-7	5	101	91
CCN1CCN(C(=O)c2ccc(C)c(S(=O)(=O)Nc3cccc(C)c3)c2)CC1
 : 10	114	-4	4	-3	-12	99	103
